# Screens from PubChem BioAssay.
# aSyn tox rescue = rescues yeast growth from alpha-synuclein toxicity; 94,000 compounds, 0.02% hits; AID 1347070; Potency, µM (highest dose often 46.1 µM), for inactives: top-dose growth rescue (activation), actives largely listed as activators; S. cerevisiae alpha-synuclein toxicity rescue, BacTiter-Glo growth, 24 h; active = well fitted activation curve with a large enough effect; inconclusive = small, poorly fitted or top-dose-only effect; also: 0% is about no effect
#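 Growth restoration measured by BacTiter-Glo luminescence after 24 hr at 30 deg C; alpha-synuclein yeast, raffinose-pregrown to mid-log, were added at OD600=0.02 in galactose medium onto pinned compounds.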
# Active calls of the source: *; ? = inconclusive; [ ] = remark or other dose. Potency is read from the fitted curve at half-maximal effect.
no.	Structure	aSyn tox rescue
1	Cc1ccc(CNCC(=O)Nc2ccc(N3CCOCC3)cc2)cc1	6.5%
2	O=C(O)c1cc(N/N=C/c2cccnc2)ccc1Cl	10.4%
3	O=C(O)c1ccccc1-c1nc(-c2ccccc2)c(-c2ccccc2)[nH]1	6.2%
4	Cn1cc(C(=O)NCc2ccccc2)c(=O)c2cc(S(=O)(=O)N3CCCCCC3)ccc21	-10.4%
5	CCOc1ccc(Br)cc1CN(CC)CC	-7.0%
6	Cc1cccc(NC(=O)COC(=O)Cc2cccs2)c1C	4.2%
7	COc1ccc(C(=O)CCc2ccc(OC)c(OC)c2)cc1	3.7%
8	CSc1nnc(C)c(=O)n1COC(=O)/C=C/c1ccc2c(c1)OCO2	11.7%
9	CCOC(=O)c1ccc(NC(=O)CCc2c(C)nc3cc(-c4ccc(OC)cc4OC)nn3c2C)cc1	0.0%
10	CN(C)c1ccc(NC(=O)Cn2c(SCc3ccccc3F)nc3cccnc32)cc1	-3.3%
11	Cc1nn(CCC(=O)Nc2cccc(C#N)c2)c(C)c1S(=O)(=O)N1CCC(C)CC1	3.1%
12	CC(=O)c1cc2c(cc1N/C(=N/S(=O)(=O)c1ccc(C)cc1)c1ccc(Cl)cc1)OCO2	-9.6%
13	Cc1cccc(NC(=S)NC(=O)c2ccc(-c3ccccc3)cc2)n1	0.6%
14	COc1ccc(NC(=O)CSc2nccn2C)cc1S(N)(=O)=O	-7.7%
15	O=C(NC12CC3CC(CC(C3)C1)C2)c1cc(F)c(F)c(F)c1F	4.9%
16	Cc1nnc(NC(=O)C(c2ccccc2)c2ccccc2)s1	5.6%
17	O[C@@H]1C[C@H](c2ccc(Cl)cc2)N(Cc2cccs2)C[C@H]1n1cc(-c2ccc(F)cc2)nn1	10.6%
18	COc1ccc(-c2cc(C(F)(F)F)nc(N)n2)cc1	2.5%
19	Cc1ccc(C(=O)NCCNC(=O)c2cccnc2)cc1	6.4%
20	O=[N+]([O-])c1cc(-c2nc(-c3ccccc3)no2)ccc1N1CCOCC1	-4.1%
21	COc1ccc2c(c1)c1c(c(=O)n(CCc3ccccc3)c(=O)n1Cc1ccc(F)cc1)n2C	0.7%
22	O=C(N/N=C/c1cccnc1)c1cc(O)c(O)c(O)c1	-5.8%
23	O=C(NCc1ccc(F)cc1)c1ccc2c(c1)N(Cc1ccc(F)cc1Cl)C(=O)CS2	3.2%
24	CSc1ncccc1C(=O)NCCc1ccc(Cl)cc1	-4.3%
25	CCOC(=O)C1=C(CN2CCN(C)CC2)NC(=O)NC1c1ccc(F)cc1 (stereo not given)	8.7%
26	CSc1ccc(CNC(=O)C2CCCN(S(=O)(=O)N(C)c3ccc(F)cc3)C2)cc1 (stereo not given)	8.7%
27	COc1cc(NC(=O)C2CCCCC2)c(OC)cc1NC(=O)c1ccccc1	-2.1%
28	C/C(CC(=O)Nc1ccc2c(c1)OCCO2)=N\NC(=O)COc1ccccc1C	-0.4%
29	CN1CCN(CC(O)COC(c2ccccc2)c2ccccc2)CC1 (stereo not given)	-3.6%
30	Cc1nnc(NC(=O)CC23CC4CC(CC(C4)C2)C3)s1	4.7%
31	O=C(COC(=O)CNC(=O)c1ccc(Cl)cc1Cl)NC(=O)NC1CCCCC1	2.6%
32	O=C(CS(=O)(=O)c1c[nH]c2ccccc12)N1CCCc2ccccc21	7.4%
33	CC(CNC(=O)c1sc2ncccc2c1-n1cccc1)c1ccccc1 (stereo not given)	4.2%
34	CC(C)C(C(=O)Nc1ccccc1F)N1C(=O)c2ccccc2C1=O (stereo not given)	4.4%
35	CCCOc1ccc(C2C(=O)N(C3CCCCCC3)CC(=O)N2CCC)cc1OC (stereo not given)	-13.7%
36	Cc1ccc(-c2csc(NC(=O)CN3C(=O)CCC3=O)n2)cc1	-2.8%
37	CSc1sc(-c2ccnc(=S)[nH]2)c(-c2ccccc2)c1C#N	-1.6%
38	COCCN1C(=O)c2cc(C(=O)Nc3cccc(F)c3)ccc2C1Nc1cccc(F)c1 (stereo not given)	-0.2%
39	O=C(Cn1cc([N+](=O)[O-])cn1)N1CCc2ccccc2C1	6.1%
40	COc1cccc(S(=O)(=O)N(C)C[C@H]2Oc3ncc(Br)cc3C(=O)N([C@@H](C)CO)C[C@@H]2C)c1	4.2%
41	COCc1cc(C)nc2sc3c(=O)n(-c4cc(C)ccc4C)nnc3c12	-7.2%
42	Cc1ccc(C(=O)Nc2nc(-c3nnn(-c4cccc(C(F)(F)F)c4)c3C)ns2)cc1	-0.1%
43	CCN(C(=O)c1cc(S(=O)(=O)N2CCc3ccccc32)cn1C)c1cccc(C)c1	0.8%
44	Cc1cc(F)ccc1NC(=O)c1ccc2nc(Cc3ccccc3)oc2c1	3.0%
45	CC(NC(=O)c1cccnc1)C(c1cccs1)N1CCN(c2ccccc2F)CC1 (stereo not given)	6.9%
46	O=C(COC(=O)c1ccc2c(c1)C(=O)N(Cc1ccncc1)C2=O)Nc1cccc2ccccc12	-11.3%
47	O=C(Nc1ccccc1Cl)c1ccccc1CC(O)(c1ccccc1)c1ccccc1	-32.7%[inhibitor]
48	COc1ccc(N2CC(C(=O)Nc3nc4ccc(S(C)(=O)=O)cc4s3)CC2=O)cc1 (stereo not given)	0.9%
49	O=C(Nc1cccc2cccnc12)c1ccccc1[N+](=O)[O-]	4.2%
50	O=C(CN1C(=O)c2ccc([N+](=O)[O-])cc2C1=O)Nc1cc(S(=O)(=O)N2CCOCC2)ccc1Cl	5.9%

# (further entries)
no.	Structure	aSyn tox rescue
51	CN(c1ccccc1)S(=O)(=O)c1cc(C(=O)NCc2ccco2)ccc1Cl	1.6%
52	C[C@H]1CN([C@@H](C)CO)C(=O)CCCn2nncc2CO[C@@H]1CN(C)C(=O)Nc1cccc2ccccc12	1.4%
53	Cc1cnc(NC(=O)Cc2ccccc2Cl)s1	-10.8%
54	COc1cccc(-n2c(SCC(=O)Nc3cc(C)ccc3C)nc3c(oc4ccccc43)c2=O)c1	-1.6%
55	CCOc1ccc(C2C(C(=O)Nc3ccccc3)=C(C)Nc3nc(SCc4cc(C)ccc4C)nn32)cc1 (stereo not given)	-1.9%
56	Cc1ccc(Cl)cc1NC(=O)Cn1c(=O)c2ccccc2n2nncc12	-5.7%
57	O=C(CSc1nc(C(F)(F)F)cc(=O)[nH]1)Nc1cccc2ccccc12	0.1%
58	COc1cccc(CNC(=O)CSc2n[nH]c(-c3ccccc3Cl)n2)c1OC	-4.4%
59	CCSc1ncc(Cl)c(C(=O)N(Cc2ccccc2Cl)C2CCS(=O)(=O)C2)n1 (stereo not given)	-2.5%
60	CCOc1ccc(NC(=O)CSC2=Nc3ccccc3C3=NC(CC(=O)NCc4ccccc4OC)C(=O)N23)cc1 (stereo not given)	-19.4%
61	O=C(NCc1ccc(F)cc1)c1cc2cccc3c2n1CCS3	14.6%
62	COc1ccc(OCC(=O)N2CCc3ccccc32)c([N+](=O)[O-])c1	3.6%
63	O=C1CSC(=S)N1N=Cc1cccc(OCc2ccccc2)c1	-20.2%
64	CC(C)(C)Cc1c(-c2ccc(Cl)cc2)nc2ccc(Br)cn12	-13.6%
65	Cc1ccccc1-c1nc(CS(=O)CC(=O)NCc2ccccc2)c(C)o1 (stereo not given)	1.5%
66	Cc1ccc(NC(=O)CN(C)S(=O)(=O)c2cccc3cccnc23)cc1C	-3.7%
67	Cc1ccc(-n2ncc3c(Nc4cccc(C(F)(F)F)c4)ncnc32)cc1C	10.7%
68	O=C(Nc1cccc(Cl)c1)c1cc(-c2ccc3c(c2)OCCO3)on1	-14.1%
69	CCOc1ccc(NC(=O)Cn2c(=O)n(CCC(=O)NCCc3ccccc3)c(=O)c3ccccc32)cc1	2.2%
70	COc1ccc(OC)c(/C=C2\SC(=S)N(C(C(=O)O)c3ccccc3)C2=O)c1 (stereo not given)	-1.4%
71	CCCCNC(=S)N(CCCO)Cc1cc2cc3c(cc2[nH]c1=O)OCO3	-2.7%
72	CS(=O)(=O)c1ccc(Cl)c(NC(=O)CSc2nnc3n2CCCCC3)c1	-1.8%
73	NC(CSC(c1ccccc1)(c1ccccc1)c1ccc(-c2ccccc2)cc1)C(=O)O (stereo not given)	2.5%
74	NC(=O)c1cc(C(=O)c2ccc(Cl)cc2Cl)c[nH]1	-11.4%
75	CCn1c(=O)c(C(=O)NNC(=O)c2ccccc2Cl)c(O)c2ccccc21	6.7%
76	COC(=O)c1cc(=O)n(-c2ccc(F)cc2)c(=Nc2ccc(F)cc2)s1	-0.4%
77	COc1ccccc1CNC(=O)CSc1ncc2c(n1)-c1ccc(Cl)cc1N(Cc1ccccc1)S2(=O)=O	-1.3%
78	CC(C)(C)n1cn[nH]c1=S	4.8%
79	Cc1c(C(=O)NCc2ccc3c(c2)OCO3)sc2nc(-c3ccc(F)cc3)cn12	5.7%
80	CC(C)CNC(=O)c1c(-c2ccccc2)c(-c2ccccc2)nn(C)c1=O	-10.1%

# In a second layout: entries from further up
28: C/C(CC(=O)Nc1ccc2c(c1)OCCO2)=N\NC(=O)COc1ccccc1C
  aSyn tox rescue = -0.4%

57: O=C(CSc1nc(C(F)(F)F)cc(=O)[nH]1)Nc1cccc2ccccc12
  aSyn tox rescue = 0.1%

65: Cc1ccccc1-c1nc(CS(=O)CC(=O)NCc2ccccc2)c(C)o1 (stereo not given)
  aSyn tox rescue = 1.5%

70: COc1ccc(OC)c(/C=C2\SC(=S)N(C(C(=O)O)c3ccccc3)C2=O)c1 (stereo not given)
  aSyn tox rescue = -1.4%

# Further records.
no.	Structure	aSyn tox rescue
81	O=C(NCc1ccccc1F)C12CC3CC(CC(C3)C1)C2	4.9%
82	COc1ccc(NC(=O)c2cc(C3CC3)nc3c2c(C)nn3-c2ccccc2)cc1	-14.0%
83	C=CCNc1nc(C(F)(F)F)nc2c1nnn2Cc1ccccc1Cl	0.8%
84	Clc1ccc2nc(NCc3ccccc3)c3nncn3c2c1	0.2%
85	CC1(C)C(=O)Nc2ccccc2N1C(=O)COC(=O)c1ccc(NC(N)=O)cc1	-37.2%[inhibitor]
86	COc1ccc(Cc2nc3ccc(C(=O)N4CCCCC4CO)cc3o2)cc1OC (stereo not given)	4.9%
87	CCOc1ccc(N(CC(=O)N2CCCC2)S(=O)(=O)c2ccc(Cl)cc2)cc1	-1.2%
88	CCOc1ccc(CCNC(=O)c2ccc3c(c2)sc2nc(-c4ccc(F)cc4)cn23)cc1OCC	-13.5%
89	CC(c1nc2ccccc2n1Cc1ccccc1)N1CCCCC1 (stereo not given)	-13.1%
90	CCC(C)c1ccc(NC(=O)c2[nH]c(C)c(C(C)=O)c2C)cc1 (stereo not given)	-6.3%
91	Cc1nnc(NC(=O)c2ccccc2-c2ccccc2C(=O)O)s1	2.2%
92	CCN(CC)CCCNC(=O)c1ccc2c(c1)NC(=O)C(CS(=O)(=O)Cc1cccc(Br)c1)N2 (stereo not given)	-8.6%
93	CCc1nn2c(=O)c(S(=O)(=O)Nc3ccc(Cl)cc3)c(C)nc2s1	?
94	CCNc1nc(NC(C)C)nc(Oc2ccc(=O)n(C)n2)n1	4.4%
95	O=C(NC1CC(=O)N(c2ccc(F)cc2)C1)C1CCCCC1 (stereo not given)	4.2%
96	O=C(CSc1nc2ncc(Cl)cc2[nH]1)NCC(=O)Nc1ccc(F)c(F)c1F	-1.1%
97	COc1ccc(C)cc1-n1c(-c2ccc(C)cc2)cc2c1CC(C)(C)CC2=O	-4.0%
98	CC(C)CC1NC(=O)c2cccnc2-n2c1nc1ccccc1c2=O (stereo not given)	-5.7%
99	O=C(c1cccc(NS(=O)(=O)c2ccccc2)c1)N1CCN(c2ccccc2)CC1	0.6%
100	N#Cc1cccc(C(Br)S(=O)(=O)c2ccccc2)c1 (stereo not given)	12.1%
101	COc1ccc(S(=O)(=O)Nc2ccc3oc4c(c3c2)CCCC4)cc1	?
102	NC(=O)c1sc2nc3c(cc2c1N)CCCCCC3	13.6%
103	CCn1c(C)nc2cc(S(N)(=O)=O)ccc21	16.2%
104	COc1ccc(NC(=O)c2oc3c(c2C)-c2nn(Cc4ccccc4Cl)cc2CC3)cc1OC	0.1%
105	Cc1ccc(S(=O)(=O)N2CCN(Cc3nc4sc5c(c4c(=O)[nH]3)CCCC5)CC2)cc1	2.6%
106	O=C(O)CNC(=S)N(Cc1ccc(F)cc1)C1CCCCC1	-6.9%
107	O=C(CNS(=O)(=O)c1ccc(Br)s1)N1CCN(c2ccccc2F)CC1	7.8%
108	COc1cccc(CNC(=O)CCCN2C(=O)CCn3nc(-c4cccn4C)cc32)c1	-1.1%
109	CCOC(=O)CC(NC(=O)N1CCC(CN2CCC(C)CC2)CC1)c1ccccc1 (stereo not given)	0.6%
110	O=C(N/C(=C\c1ccc(Cl)cc1)C(=O)N1CCOCC1)c1ccco1	-15.1%
111	N#Cc1nc2ccccc2n1OCc1ccccc1	-7.8%
112	COc1ccc2c(c1)c1c(c(=O)n(-c3cccc(C)c3)c(=O)n1CC(=O)N1CCCC1)n2C	-2.4%
113	COC(=O)c1c(NC(=O)COc2c(C)ccc(C)c2C)sc2c1CCC(C)C2 (stereo not given)	-2.1%
114	Cc1cccc(OCC(=O)N(Cc2ccc(C(C)C)cc2)Cc2ccco2)c1C	21.1%
115	CC1=C(C(=O)Nc2ccccc2C)C(c2ccccn2)n2nc(SCc3ccccc3F)nc2N1 (stereo not given)	-12.9%
116	Cc1cc(Br)ccc1NC(=O)CN(C)C(=O)c1ccccc1OCc1c(C)noc1C	1.9%
117	COc1ccc(C2=C(C(C)=O)Sc3nnc(-c4ccc(C)cc4)n3N2C(C)=O)cc1OC	0.9%
118	COc1cccc(NC(=O)N2CCC(NC(=O)C3CCCCC3)CC2)c1	11.9%
119	CCOc1ccccc1N(CC(=O)Nc1ccc(OC)c(Cl)c1)S(=O)(=O)c1ccccc1	-7.7%
120	CN1C(=O)c2ccccc2Sc2ccc(NC(=O)COc3ccc(F)cc3)cc21	-4.0%
121	CCOc1ccccc1NC(=O)C1CCC(CNS(=O)(=O)c2ccc3c(c2)CCCC(=O)N3)CC1 (stereo not given)	11.4%

# Some of the compounds tested; rates above refer to the full screens.
